Source: PubChem
MT1-MMP act inh: MT1-MMP (human) activation inhibition; actives 0.061% (n = 360,000); P50281; GFP/RFP ratio change, % at 20 µM; HT1080 RFP-PRO-GFP cells, GFP/RFP ratio fluorescence, overnight; percent of plate control window, DMSO zero; AID 651647;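 active = GFP/RFP ratio change of at least 30% with cell ATP level not reduced by more than half and red fluorescence within 50% of control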; note: strong numbers were not always called active
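Test system: HT1080 RFP-PRO-GFP cells; Benchmarks: DMSO and RFP-L50D-GFP cell wells; Timing: cells overnight before dosing, compound overnight, 37 °C, 5% CO2; Compound: one 20 µM compound dose with 1% DMSO; Read-out: GFP/RFP fluorescence ratio.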
PABP1 MLLE inh: inhibitors of microRNA-mediated deadenylation, human PABP1 MLLE binding; P11940; GST-MLLE / FITC-PAM2 fluorescence polarization; inhibition, % at 20 µM; actives 0.36% (n = 360,000); AID 588489; in the data active = inhibition above about 35%, passing the limit was not always enough;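 note: plate controls were DMSO wells with GST-MLLE for no effect and wells lacking GST-MLLE protein for full effect; some results filed as inactive read as strong as hits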
SKN-1 inh: inhibitors of C. elegans SKN-1 | C. elegans VP596 Pgst-4::GFP/RFP ratio, acrylamide-induced, 24 h | inhibition, % at 21.8 µM | actives 0.49% (n = 360,000);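 active = interference check ratio from 0.5 to 1.5 plus GFP to RFP signal ratio inhibition reaching or exceeding a fixed threshold, cut at about 30% in these data, passing the limit was not always enough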; note: some compounds called inactive have numbers as strong as hits
CendR NRP1 mod: alters CendR peptide binding to human NRP-1; actives 0.85% (n = 360,000); inhibition, % at 25 µM; O14786; AID 602438; FAM-RPARPAR peptide binding to NRP-1, fluorescence polarization;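 active = inhibition or corrected inhibition above about 18%, plus a signal ratio from 0.5 to 1.5, limit read from the data, passing the limit was not always enough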; note: strong numbers were not always called active
Target sequence (O14786 whole entry, looked up): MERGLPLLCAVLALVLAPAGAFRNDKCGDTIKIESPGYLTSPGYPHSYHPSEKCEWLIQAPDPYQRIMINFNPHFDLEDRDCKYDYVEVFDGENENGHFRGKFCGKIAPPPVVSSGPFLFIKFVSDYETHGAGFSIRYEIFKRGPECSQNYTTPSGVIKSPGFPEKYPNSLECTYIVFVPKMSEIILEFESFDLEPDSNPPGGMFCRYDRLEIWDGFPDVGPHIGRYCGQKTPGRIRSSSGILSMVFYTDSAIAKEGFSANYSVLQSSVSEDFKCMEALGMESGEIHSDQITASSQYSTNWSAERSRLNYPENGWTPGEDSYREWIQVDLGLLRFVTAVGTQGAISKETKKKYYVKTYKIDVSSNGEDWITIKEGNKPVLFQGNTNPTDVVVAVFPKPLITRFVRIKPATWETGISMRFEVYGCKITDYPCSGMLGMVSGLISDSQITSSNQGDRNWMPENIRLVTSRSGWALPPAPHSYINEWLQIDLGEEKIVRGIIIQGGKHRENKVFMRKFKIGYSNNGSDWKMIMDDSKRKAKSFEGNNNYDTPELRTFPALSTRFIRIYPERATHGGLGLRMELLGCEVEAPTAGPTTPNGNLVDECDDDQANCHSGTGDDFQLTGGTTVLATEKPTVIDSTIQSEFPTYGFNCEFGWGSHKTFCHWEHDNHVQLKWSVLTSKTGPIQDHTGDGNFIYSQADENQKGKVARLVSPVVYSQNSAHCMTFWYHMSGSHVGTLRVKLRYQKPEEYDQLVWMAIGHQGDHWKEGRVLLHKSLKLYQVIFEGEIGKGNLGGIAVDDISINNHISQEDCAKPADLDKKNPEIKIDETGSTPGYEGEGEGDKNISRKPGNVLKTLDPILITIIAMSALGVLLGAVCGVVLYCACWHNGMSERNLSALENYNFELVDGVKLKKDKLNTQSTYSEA
TbMetRS inhib: blocks T. brucei methionyl-tRNA synthetase activity. purified T. brucei MetRS, ATP depletion, Kinase-Glo luminescence. inhibition, % at 11.9 µM. actives 0.4% (n = 360,000). AID 624268;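 active = inhibition above a per-plate cutoff of the control wells' mean inhibition plus 3 SD, cut at about 5.5% in these data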;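 note: 0% = DMSO wells median and 100% = median of wells with control inhibitor compound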
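Material: parasite MetRS enzyme / Replication: singlicate, one well per compound / Signal: luminescence of leftover ATP / Schedule: 2 h aminoacylation at 25 °C after 15 min preincubation / Medium: HEPES-MgCl2-KCl buffer plus DTT, spermine, BSA, pyrophosphatase / Doses: 11.9 µM single point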
bovine MsrA act: bovine methionine sulfoxide reductase A activation; purified bovine MsrA, absorbance read-out; activation, % at 10.6 µM; actives 0.3% (n = 360,000); AID 602163; in the data active = activation above about 7.5%;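 note: 0% = vehicle and 100% = reference activator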
MsrA inhibitor: inhibits bovine methionine sulfoxide reductase A | inhibition, % at 15.5 µM | AID 651718 | purified bovine MsrA, absorbance read-out | actives 0.75% (n = 360,000); in the data active = inhibition above about 4.5%;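 note: 0% = vehicle wells with enzyme and 100% = reference inhibitor wells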
eLon inh: inhibits E. coli Lon protease | actives 0.42% (n = 360,000) | AID 602123 | inhibition, % at 7.94 µM | purified E. coli Lon protease, fluorescence polarization | P0A9M0; in the data active = inhibition above about 13%, passing the limit was not always enough;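 note: 0% = enzyme with probe and DMSO and 100% = no enzyme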
FAS TE block: FAS thioesterase (human) inhibition; P49327; recombinant FAS-TE, OMFH fluorogenic substrate, fluorescence endpoint; inhibition, % at 15 µM; actives 0.67% (n = 360,000); AID 602261;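 active = compounds whose normalised, plate-corrected inhibition of enzyme fluorescence in the single-dose primary screen is 50% or more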;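 note: 0% = DMSO with enzyme and 100% = substrate without enzyme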
* = called active by the depositor; . = no result given. Compounds as they come, and some 4% of all compounds hit somewhere here.

mol	MT1-MMP act inh	PABP1 MLLE inh	SKN-1 inh	CendR NRP1 mod	TbMetRS inhib	bovine MsrA act	MsrA inhibitor	eLon inh	FAS TE block
COc1ccc(C(=O)Nc2ccnn2C2CCN(C(C)CSC)CC2)cc1 (stereo unspecified)	-0.2	10.2	-6.4	11.0	0.0	-2.4	0.0	-6.4	-8.5
CCOc1ccc(Br)cc1S(=O)(=O)NC1CC(C)(C)NC(C)(C)C1	2.2	7.3	-6.3	-4.9	-0.2	-2.6	1.0	-5.2	-5.0
Cc1nn(C)cc1CN1CCC(CO)(CCOc2ccccc2)CC1	3.2	-8.2	-3.9	-5.8	0.2	-2.7	-0.6	7.0	-4.6
CC1CCN(c2nc(/C=C/c3ccccc3)nc3ccccc23)CC1	-2.7	12.5	11.4	8.8	0.1	-0.9	1.1	2.4	25.1
Fc1cc2nc(-c3ccncc3)[nH]c2cc1F	4.7	4.6	13.7	-11.1	0.7	-0.8	0.9	-4.7	-5.7
C/C(CC(=O)Nc1ccccn1)=N\NC(=O)c1ccc(C)cc1	-1.5	5.3	-1.0	-6.5	-0.7	-4.3	0.5	-19.2	-11.1
CNc1ncnc2c1ncn2[C@H]1CN(Cc2ccc(OC)cc2)C[C@@H](CO)O1	6.9	10.6	-6.5	4.5	0.1	0.1	-0.7	-5.5	-3.4
CCCCNC(C(=O)Nc1cccc(S(=O)(=O)N2CCOCC2)c1)c1ccccc1 (stereo unspecified)	-2.3	-0.3	-3.7	16.8	-0.8	-7.1	-0.9	3.9	-0.5
COc1ccccc1N1CCN(C2CCN(S(=O)(=O)c3ccc4ccccc4c3)CC2)CC1	13.1	9.3	-16.4	-4.0	-0.3	-4.3	-0.9	0.8	14.7
Cc1ccc(CS/C(Nc2ccccc2C)=C(\C#N)C(=O)NCc2ccco2)c(C)c1	-18.8	-6.6	8.8	-8.0	-0.4	-7.8	2.4	-15.2	27.8
O=c1nc2onnc2c(C=NO)[nH]1	0.0	8.4	12.1	6.3	0.2	-3.1	0.9	1.6	-5.9
Cc1ccc(C)c(NC(=O)NCc2ccccn2)c1	1.6	-2.0	-6.6	11.8	-0.5	-10.0	1.2	-6.1	-7.4
CCS(=O)(=O)CCSc1nc2c(cc1C#N)CCCC2	2.1	-6.8	8.5	-0.1	-0.3	-1.1	-0.7	-2.5	1.1
Cc1cccc(-n2c(=O)[nH]c3c(C(N)=O)nc(-c4ccccc4Cl)nc32)c1	-5.2	4.3	-21.4	-19.3	-0.7	-5.5	1.1	-0.3	-4.3
CN(C(=O)c1cccc([N+](=O)[O-])c1)c1ccccc1C(=O)NCc1ccccc1	0.3	1.9	1.3	6.6	-0.1	-2.1	-0.7	6.6	12.3
COc1ccc(C(=O)NC(=O)CSc2n[nH]c(N)n2)cc1	-1.6	0.8	9.7	-2.2	-0.2	0.9	-0.6	-2.7	-3.6
O=C(Cc1c(F)cccc1Cl)Nc1ccon1	-0.1	-19.3	5.2	-2.2	-0.6	-3.6	0.5	0.8	-2.3
COc1ccc(-n2c(SCc3ccc([N+](=O)[O-])cc3)nnc2-c2ccccc2)cc1	-1.9	-98.1	5.3	0.0	0.4	-2.4	-0.8	-9.0	56.0*
COc1cccc(NC(=O)[C@@H]2CCC(=O)N2C2OC(=O)c3ccccc32)c1 (stereo partly specified)	0.1	6.4	10.3	-4.5	-1.1	-1.6	0.4	2.9	-3.6
CC1(C)Cc2c(sc3nc(SCC(=O)O)nc(N)c23)CO1	0.4	-3.8	-2.6	3.3	0.4	-2.2	0.4	-2.9	-3.6
CC(=O)Nc1cccc(N2C(=O)CC(N3CCC(C(=O)N4CCCCC4)CC3)C2=O)c1 (stereo unspecified)	0.3	15.0	-10.7	-5.6	0.9	-11.1	1.4	-1.6	-3.4
Cc1cccc(C)c1-n1nnnc1C(c1ccnc2ccccc12)N1CCN(C(=O)OCc2ccccc2)CC1 (stereo unspecified)	-17.0	.	4.8	-4.9	0.1	-1.9	-0.9	0.0	32.6
CCOC1Cc2ccccc2N(C(N)=O)c2ccccc21 (stereo unspecified)	3.2	-5.8	-2.1	-0.3	-0.2	-0.4	-0.9	0.2	-6.6
O=C(NCc1ccncc1)C1Cc2c(-c3ccc4c(c3)OCO4)ccnc2O1 (stereo unspecified)	3.4	-10.0	13.7	-9.5	-0.2	2.0	-1.6	6.0	-5.5
COCC(=O)Nc1cc(C(=O)OC)cc(C(=O)OC)c1	-2.1	7.3	-5.3	5.2	-0.1	-7.8	-0.8	2.8	-8.5

Seven of the compounds above, with two lines to a compound:
Below each SMILES: MT1-MMP act inh | PABP1 MLLE inh | SKN-1 inh | CendR NRP1 mod | TbMetRS inhib | bovine MsrA act | MsrA inhibitor | eLon inh | FAS TE block
COc1ccccc1N1CCN(C2CCN(S(=O)(=O)c3ccc4ccccc4c3)CC2)CC1
  13.1 | 9.3 | -16.4 | -4.0 | -0.3 | -4.3 | -0.9 | 0.8 | 14.7
C/C(CC(=O)Nc1ccccn1)=N\NC(=O)c1ccc(C)cc1
  -1.5 | 5.3 | -1.0 | -6.5 | -0.7 | -4.3 | 0.5 | -19.2 | -11.1
O=C(Cc1c(F)cccc1Cl)Nc1ccon1
  -0.1 | -19.3 | 5.2 | -2.2 | -0.6 | -3.6 | 0.5 | 0.8 | -2.3
Fc1cc2nc(-c3ccncc3)[nH]c2cc1F
  4.7 | 4.6 | 13.7 | -11.1 | 0.7 | -0.8 | 0.9 | -4.7 | -5.7
COc1ccc(-n2c(SCc3ccc([N+](=O)[O-])cc3)nnc2-c2ccccc2)cc1
  -1.9 | -98.1 | 5.3 | 0.0 | 0.4 | -2.4 | -0.8 | -9.0 | 56.0*
COc1ccc(C(=O)Nc2ccnn2C2CCN(C(C)CSC)CC2)cc1 (stereo unspecified)
  -0.2 | 10.2 | -6.4 | 11.0 | 0.0 | -2.4 | 0.0 | -6.4 | -8.5
COc1cccc(NC(=O)[C@@H]2CCC(=O)N2C2OC(=O)c3ccccc32)c1 (stereo partly specified)
  0.1 | 6.4 | 10.3 | -4.5 | -1.1 | -1.6 | 0.4 | 2.9 | -3.6

The listing continues:
mol	MT1-MMP act inh	PABP1 MLLE inh	SKN-1 inh	CendR NRP1 mod	TbMetRS inhib	bovine MsrA act	MsrA inhibitor	eLon inh	FAS TE block
CCCn1cc(CN2CCC(n3nccc3NC(=O)c3ccccc3)CC2)c(C)n1	0.1	0.0	-9.8	8.4	-0.1	-1.2	-0.6	-4.0	-7.0
CCOC(=O)Cn1c(S(=O)(=O)Cc2ccccc2Cl)nc(-c2ccccc2)c1-c1ccccc1	-20.8	8.6	7.5	0.4	-0.6	-3.5	.	0.7	28.9
O=C(CCc1ccc(S(=O)(=O)NCCc2ccccc2)cc1)Nc1ccc2c(c1)OCO2	3.4	-7.8	-1.4	1.2	-0.3	-2.1	-0.4	0.2	10.8
Cc1ccc(SCC(=O)OCC(=O)NC(C)c2ccc(F)cc2)cc1 (stereo unspecified)	-1.7	11.7	-1.3	2.6	-0.4	-2.6	-0.5	-0.7	-4.5
CCOc1cc(C(=O)Nc2ccc(F)cc2)cc(Br)c1OC	1.5	5.6	-7.6	0.0	-1.1	-4.4	2.7	3.6	13.2
COc1cccc(-c2nc(CSCC(=O)NCC3CCCO3)c(C)o2)c1 (stereo unspecified)	-0.3	45.6*	2.0	23.5	0.3	-3.6	0.4	-11.3	-5.3
O=C(Nc1ccccc1N1CCN(C(=O)c2ccccc2)CC1)c1cccc(Cl)c1	0.6	2.2	18.6	-2.8	-0.3	-2.3	-0.4	13.0	28.2
CC(C(=O)N1CCCCC1)N(C)CC(=O)Nc1ccc(Cl)cc1 (stereo unspecified)	0.5	6.0	8.2	2.1	0.0	-3.7	0.7	3.4	-2.3
Cc1cc(=O)oc2c(C)c(OCC(=O)NCCCN3CCCC3=O)ccc12	-0.9	5.2	15.0	-14.1	0.1	-2.4	2.4	-4.1	-5.9
COc1ccc(CC(=O)Nc2ccc(-c3csc(C)n3)cc2)cc1	0.8	2.2	3.0	9.0	-0.2	-0.4	2.3	-1.4	-0.8
O=S(=O)(c1ccccc1)c1nc(-c2ccc(Cl)cc2)oc1NCCCN1CCOCC1	0.5	8.7	4.8	8.1	-0.2	-2.3	0.8	-3.3	9.8
O=C(c1ccc(S(=O)(=O)Nc2ccccc2F)cc1)N1CCCCCC1	5.1	4.8	13.1	2.5	-0.4	-0.5	1.3	4.4	-5.6
Cc1cc(-c2ccccc2)nc2cc(C(=O)OC(C)C)nn12	-1.3	3.5	3.4	-13.8	-0.8	-1.0	2.4	-9.4	0.8
Cn1cc(CN2CCN(c3ccccc3)CC2)c2ccccc21	2.4	9.2	-28.9	-10.2	-0.4	-3.7	0.3	-0.7	3.7
O=c1oc2ccccc2c(=O)c2ccccc12	-0.4	0.8	4.7	13.1	-0.2	-0.6	0.8	0.6	-9.1
CCOC(=O)N1CCC(N2CCCC(C(=O)c3ccc4cc(OC)ccc4c3)C2)CC1 (stereo unspecified)	2.9	0.3	11.4	-19.9	-0.2	-2.0	1.0	6.5	1.5
CCN(CC)S(=O)(=O)c1ccc(C(=O)NCCSc2c[nH]c3ccccc23)cc1	10.0	12.1	-0.9	8.5	0.8	-1.4	1.1	1.4	6.3
CCS(=O)(=O)c1ccc2c(c1)N(S(=O)(=O)c1ccc(OC)cc1)CC(C(=O)O)O2 (stereo unspecified)	-4.1	4.2	-10.5	-8.8	0.0	-0.9	0.9	0.6	-0.5
Cc1ccc(C2C(C#N)=C(N)N(c3cccnc3)C3=C2C(=O)CCC3)c(C)c1 (stereo unspecified)	-7.7	20.2	6.6	-7.8	-0.5	-11.2	0.0	3.7	-7.1
COc1ccc(OCCSc2ncnc3nc[nH]c23)cc1	1.0	-18.7	-6.0	-11.7	-0.6	-8.1	0.2	-1.0	-11.3
C/C(=N\N=C1/SC(CC(=O)O)C(=O)N1c1ccccc1)c1ccc(C)cc1 (stereo unspecified)	0.8	0.0	-0.9	-11.9	-0.8	-3.7	-0.6	-5.5	-4.7
CCc1nn(C(C)C(=O)NCCc2ccc(OC)c(OC)c2)c(=O)c2cc3occc3n12 (stereo unspecified)	-4.8	11.5	10.6	-0.1	-0.1	0.5	0.0	10.8	-4.2
COc1cccc(NC(=O)CN(C)C(=O)Cc2ccc(Cl)cc2Cl)c1	3.9	-1.0	-3.3	-10.1	3.6	-0.5	0.1	10.2	5.0
CC(=O)Oc1cccc(C(=O)Nc2ccccc2C(=O)N2CCCC2)c1	-2.2	-0.7	8.9	19.5*	-0.2	-3.9	0.6	-4.5	-4.2
CCN(Cc1ccncc1)Cc1nc(Cc2ccccc2Cl)no1	2.5	0.4	-5.2	-12.4	-0.7	-3.0	1.1	-0.1	-2.8
Cc1ccc(C2C3=C(CC(C)(C)CC3=O)Nc3n[nH]c(C)c32)cc1 (stereo unspecified)	-1.2	-0.1	-16.3	-4.0	-0.6	-6.0	2.5	-2.0	-7.2
CC(C)CN(C(=O)COC(=O)CCSc1ccc(Cl)cc1)c1c(N)n(Cc2ccccc2)c(=O)[nH]c1=O	-2.3	-12.0	8.2	-37.0	0.1	-1.3	1.5	-18.4	-7.3
O=C(NCCc1nc2ccc(Cl)cc2[nH]1)C1CCC(=O)N(Cc2cccc(F)c2)C1 (stereo unspecified)	-2.7	-9.0	-5.3	-4.2	-0.1	-4.6	-1.5	8.5	-1.9
